Screening data as filed in PubChem BioAssay.
Artemis endo inh = inhibitors of human Artemis endonuclease activity | inhibition, % at 10 µM | actives 0.78% (n = 30,000) | recombinant Artemis, quenched FAM hairpin cleavage fluorescence | Q96SD1;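 active = at 10 µM dose, at least 30% inhibition, measured as corrected fluorescence normalized to stimulator and neutral control wells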
Target sequence (Q96SD1 whole entry, looked up): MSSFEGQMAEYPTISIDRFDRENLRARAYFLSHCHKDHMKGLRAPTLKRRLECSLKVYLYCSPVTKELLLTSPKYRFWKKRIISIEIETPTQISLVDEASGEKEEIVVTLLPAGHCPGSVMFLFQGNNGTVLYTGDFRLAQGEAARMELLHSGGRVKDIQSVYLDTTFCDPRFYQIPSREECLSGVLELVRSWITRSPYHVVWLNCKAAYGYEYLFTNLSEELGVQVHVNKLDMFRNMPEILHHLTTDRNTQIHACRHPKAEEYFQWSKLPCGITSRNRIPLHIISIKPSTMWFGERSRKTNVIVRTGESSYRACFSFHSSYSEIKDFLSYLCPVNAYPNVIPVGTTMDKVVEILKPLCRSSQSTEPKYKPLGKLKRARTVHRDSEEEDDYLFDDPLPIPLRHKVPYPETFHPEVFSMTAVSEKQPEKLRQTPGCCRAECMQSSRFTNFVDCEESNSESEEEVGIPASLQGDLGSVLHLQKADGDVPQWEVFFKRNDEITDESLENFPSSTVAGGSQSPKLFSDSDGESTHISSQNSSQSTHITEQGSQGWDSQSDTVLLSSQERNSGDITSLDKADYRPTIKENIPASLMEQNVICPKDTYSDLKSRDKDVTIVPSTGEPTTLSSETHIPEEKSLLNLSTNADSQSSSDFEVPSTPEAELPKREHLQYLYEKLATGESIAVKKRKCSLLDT
Numbers without * were called inactive.

structure | Artemis endo inh
CCOC(=O)C1=C2N(C)c3ccccc3N2CCC1=O | -2
COc1c(S(=O)(=O)N2CCCC2)ccc(Cl)c1Cl | 0
CC(C)(C)c1ccccc1N=Cc1ccc2ccccc2n1 | 7
CCCCN(Cc1cc2cc(OC)ccc2[nH]c1=O)C(=O)c1ccccn1 | -2
O=C(NCC1COc2ccccc2O1)C1CCCN(S(=O)(=O)c2cccc3nsnc23)C1 (stereo unspecified) | 2
N#CC1=C(S)N=C(N)C(c2nc(-c3ccccc3)cs2)C12CCCC2 (stereo unspecified) | 10
Cc1ccc(Oc2ncccc2/C=N/O)cc1 | -9
COc1ccc(-c2noc(-c3ccccc3C(=O)Nc3cccc(OC)c3)n2)cc1 | 3
CN1CC=C2C(C#N)=C(N)C(C#N)(C#N)[C@H](c3cccc(Cl)c3)C2C1 (stereo partly specified) | -12
Cc1cc(C)n2nc(Cc3ccccc3)nc2n1 | -6
Cc1ccc(SCc2nc(-c3ccncc3)no2)cc1 | -2
CCSc1nnc(NC(=O)C(CC)(C(F)(F)F)C(F)(F)F)s1 | 0
Cc1ccc(C)c(Cn2c(C(C)O)nc3ccccc32)c1 (stereo unspecified) | -5
O=C(Nc1ccc(/C=C/c2nc3ccccc3o2)cc1)c1c(F)cccc1F | 5
CCOC(=O)C1=C(C)C(c2ccccc2OC)NC(=O)N1 (stereo unspecified) | -5
Cc1ccc(NS(=O)(=O)c2cc(C(=O)N3CCOCC3)ccc2C)cc1C | -7
Cc1ccc(-n2nnnc2SCC(=O)Nc2ccccc2N2CCCCC2)cc1C | 2
O=C1OC(c2ccccc2)/C(=C(/O)c2ccccc2)C1=O (stereo unspecified) | 7
BrC(=C\c1ccccc1)/C=N/N1CCN(Cc2ccccc2)CC1 | 2
CC(C)Cn1c2c(c(O)c(C(=O)Nc3nccs3)c1=O)CCCC2 | 22
O=C(Cc1ccccc1)Nc1c(C(=O)N2CCCCCC2)cnn1-c1ccccc1 | -4
COc1ccc(C2C(C#N)=C(N)Oc3c2c(C)nn3-c2ccccc2)cc1Cn1nc(C)c([N+](=O)[O-])c1C (stereo unspecified) | -2
O=C(c1cc2nc(C3CC3)cc(C(F)(F)F)n2n1)N1CCCC1 | -2
COc1ccccc1N1CCN(C(=O)c2ccc(NC(C)=O)cc2)CC1 | -5
O=C(CCC(=O)OCC(=O)c1ccc(Cl)cc1Cl)Nc1cccc2cccnc12 | -3
COc1ccc2nc3c(cc2c1)c(NC(=O)C1CCCO1)nn3CC(C)C (stereo unspecified) | 0
CCOC(=O)c1c(NC(=O)CSc2nnc(-c3ccccc3)o2)sc(C(C)=O)c1C | 19
CN(C)c1ccc(/C=N/NC(=O)CN(c2ccccc2Cl)S(C)(=O)=O)cc1Br | 4
CCCc1cc(=O)n2[nH]c(-c3cc(OC)c(OC)c(OC)c3)nc2n1 | -5
CCOC(=O)n1c(=O)n(Cc2c(Cl)cccc2Cl)c2ccccc21 | 10
COC(=O)c1c(NC(=O)COC(=O)Cn2cnc3ccccc32)sc(C)c1C | 1
COc1ccc(C(=O)Nc2cc3c(cc2OC)CCCC3)cc1Br | 7
COCCCNC(=O)Cn1nc(-c2ccccc2OC)ccc1=O | 3
CCC(=O)NC(=S)Nc1ccc(-c2nc3ccccc3s2)cc1 | 4
COc1ccc(C(c2nnnn2CCc2ccccc2)N2CCN(C)CC2)cc1OC (stereo unspecified) | -5
CCOC(=O)/C(C#N)=C/C1=C(N2CCCC2)CC(C)(CC)OC1 (stereo unspecified) | 5
Cc1cc2oc3c(c(=O)c2cc1C)C(c1cccc(Br)c1)N(Cc1ccco1)C3=O (stereo unspecified) | 4
C=CCn1c(COc2ccccc2C)nnc1SCC(=O)O | 0
CCc1cc2cc3c(cc2nc1SCC(=O)N1CCN(C(=O)c2ccco2)CC1)OCO3 | 14
c1csc(-c2nn[nH]n2)c1 | 5
c1ccc(C(c2ccccc2)N2CCN(Cc3nnnn3C3CCCC3)CC2)cc1 | 9
COC(=O)c1nnn(-c2nonc2N)c1CSc1ccc(Cl)cc1 | -3
COC(=O)c1ccc(C(=O)OC)c(NC(=O)CSCc2ccccc2Br)c1 | -2
COCCN1Cc2cccc(C(=O)Nc3ccccc3OC)c2C1=O | 6
COc1ccc(-c2nc(SCC(=O)NCc3ccco3)c(-c3ccccc3)[nH]2)cc1OC | 1
COc1cc(C2Nc3ccccc3C(=O)N2c2ccccc2)ccc1O (stereo unspecified) | 1
CCOC(=O)CSc1nc(N)nc(C)c1Br | 13
COc1ccc2c(c1)C(=O)CC(c1ccccc1F)O2 (stereo unspecified) | 0
COc1ccc(-c2noc(C)c2-c2ccc3ccccc3n2)c(O)c1 | 1
CCCC/C(O)=N\S(=O)(=O)c1ccc(N=NN(C)C)cc1 | -1

The results go on:
structure | Artemis endo inh
Fc1cccc(CN2CCN3CCCC3C2C2CCCCC2)c1 (stereo unspecified) | -3
CCCNC(=O)c1cnc(Sc2ncc(C(F)(F)F)cc2Cl)n1C | -1
Cc1nnc(SCC(=O)Nc2ncc(Cl)cc2Cl)n1Cc1ccccc1 | -2
CCCCn1cnc2c(cnn2-c2ccc(F)cc2)c1=O | -4
CCCCNCC(=O)Nc1ccc(NC(=O)CNCCCC)cc1 | 13
CCc1n[nH]c2c1/C(=N/O)CCC2 | 2
CCNc1nc(-c2ccc(Cl)cc2)cs1 | -3
Cc1ccc(OCCOCCNC(C)C)c(Br)c1 | -5
COC(=O)c1cn(-c2ccccc2)nc1-c1ccncc1 | 0
Cc1cccc(Oc2sc(C(=O)c3ccccc3)c(N)c2C#N)c1C | 12

Seven structures already listed, ordered by molar mass, low to high:
structure | Artemis endo inh
CCc1n[nH]c2c1/C(=N/O)CCC2 | 2
CCNc1nc(-c2ccc(Cl)cc2)cs1 | -3
COC(=O)c1cn(-c2ccccc2)nc1-c1ccncc1 | 0
CCCCn1cnc2c(cnn2-c2ccc(F)cc2)c1=O | -4
CCCCNCC(=O)Nc1ccc(NC(=O)CNCCCC)cc1 | 13
Cc1cccc(Oc2sc(C(=O)c3ccccc3)c(N)c2C#N)c1C | 12
CCCNC(=O)c1cnc(Sc2ncc(C(F)(F)F)cc2Cl)n1C | -1

Next section
structure | Artemis endo inh
O=c1c2ccccc2nc(-c2ccccc2)n1CCCn1ccnc1 | -4
CC(Sc1nnc2ccccn12)C(=O)N1CCc2ccccc2C1 (stereo unspecified) | -6
CCc1ccc(S(=O)(=O)NCc2csc(-c3ccccc3)n2)s1 | -4
O=C(Cc1ccc(-n2cccc2)cc1)NCc1cccs1 | 5
Cc1ccc(CNC(=O)CS(=O)CC(=O)O)cc1 (stereo unspecified) | 3
CN(c1ccc(C(=O)Nc2ccccc2C(=O)N2CCOCC2)cc1)S(C)(=O)=O | -14
Cc1cc(C)n(-c2nc(SCC(=O)N3CCCC3)c3c4c(sc3n2)CCCC4)n1 | 40*
O=C(Cc1coc(-c2ccc(F)cc2)n1)Nc1ccccc1 | -2
Cc1oc(-c2ccccc2)cc1C(=O)Nc1cccc2ccccc12 | 6
O=C(COc1ccc(S(=O)(=O)NCc2ccccc2)cc1)NCC1CCCO1 (stereo unspecified) | -1

An excerpt of these results, field by field:
> Cc1cc(C)n(-c2nc(SCC(=O)N3CCCC3)c3c4c(sc3n2)CCCC4)n1
  Artemis endo inh = 40*

> CC(Sc1nnc2ccccn12)C(=O)N1CCc2ccccc2C1 (stereo unspecified)
  Artemis endo inh = -6

The list goes on:
structure | Artemis endo inh
O=[N+]([O-])c1cc(S(=O)(=O)C(F)(F)F)ccc1Sc1nc2ccccc2[nH]1 | 7
CC(OC(=O)Cc1coc2cc3c(cc12)CCC3)C(=O)NCc1ccc2c(c1)OCO2 (stereo unspecified) | 5
Cc1ccc(-n2nnnc2SCC(=O)Nc2ccc3c(c2)COC3=O)cc1C | 18
CCOC(=O)c1c(NC(=O)Cn2nnc3ccccc32)sc2c1CCC(C)C2 (stereo unspecified) | 7
COc1ccc(N(C(=O)CNC(=O)c2ccco2)C(C(=O)NC2CCCCC2)c2ccco2)cc1 (stereo unspecified) | -1
N#CN(CC(N)=O)c1nc(N2CCCCC2)nc(N2CCCCC2)n1 | 0
Cc1ccc(N(CC(=O)O)S(C)(=O)=O)cc1Cl | 0
COc1ccc(S(=O)(=O)NC(CC(=O)NCc2ccco2)C(C)C)cc1 (stereo unspecified) | -6
Cn1c(C(C#N)C(=O)Cc2cccc3ccccc23)nc2ccccc21 (stereo unspecified) | 11
CCN(CC)CCCNC(=O)c1nn(-c2cccc(OC)c2)c(=O)c2ccccc12 | -1
Cc1ccc(OCC(=O)NN2C(=O)c3ccccc3C2=O)c(C)c1 | 1
Cc1ccc(SCC(=O)N2c3ccccc3Sc3ccccc32)cc1 | 8
COc1ccc(C(=O)COC(=O)CN2CC(=O)Oc3ccccc32)cc1Br | 3
CCN(CC)S(=O)(=O)c1ccc2[nH]cc(C(=O)NCCc3ccc(OC)c(OC)c3)c(=O)c2c1 | -2
O=C(Cc1ccccc1F)Nc1nc(-c2cccs2)cs1 | 10
CCOC(=O)c1sc(NC(=O)CN2CCCC2)c(C(=O)OCC)c1C | 3
O=C(Nc1cccc(-c2cc3ccccc3oc2=O)c1)c1ccc(Br)o1 | 21
Cc1ccc2occ(/C=C/C(=O)O)c(=O)c2c1 | 2
Cc1nc2ccccc2c(=O)n1NS(C)(=O)=O | -5
CC(=O)Nc1ccc(OCC(=O)c2ccc(C)cc2C)cc1 | -3
O=C(Nc1cccc2cccnc12)c1cccc(N2C(=O)CCC2=O)c1 | -4
O=S(=O)(c1cc(F)cc(F)c1)N1CCN(c2ncccn2)CC1 | 1
CCOC(=O)c1sc(N)c(C(=O)OCC)c1COC(=O)C1CC(=O)N(Cc2ccco2)C1 (stereo unspecified) | 6
CCCC1CCc2c(sc(N)c2C(N)=O)C1 (stereo unspecified) | 7
Cc1ccc(C(=O)Nc2c(C)n(C)n(-c3ccccc3)c2=O)cc1S(=O)(=O)N1CCOCC1 | -5
CN1CCN(CCC(=O)Nc2ccc3c(c2)OCO3)CC1 | 2
O=C(Nc1ccc2nc[nH]c2c1)c1ccco1 | 3
COc1ccc(OC)c(S(=O)(=O)N(C)CC(=O)N2CCN(c3ccccc3)CC2)c1 | -2
CCOC(=O)c1c(C)oc2c(F)c(F)c(F)c(F)c2c1=O | 2
Cc1nnc(NC(=O)NC(C)N2C(=O)C3C4C=CC(C4)C3C2=O)s1 (stereo unspecified) | -4
CCCC(C(=O)NC1CCCCC1)N(Cc1ccco1)C(=O)CNS(=O)(=O)c1ccccc1 (stereo unspecified) | 3
CCOc1ccc(-c2nn[nH]n2)cc1OCC | 2
Cc1ccc2cc(CN(C(=O)c3ccco3)c3ccccc3C)c(=O)[nH]c2c1 | 22
Cc1cccc(OCCCC(=O)NC(C)c2ccccc2)c1 (stereo unspecified) | 1
Cc1ccc(C(=O)OCC(=O)NCc2ccc3c(c2)OCO3)s1 | 4
COc1cccc(/C(O)=C2/C(=O)C(=O)N(c3cc(C)on3)C2c2cccs2)c1 (stereo unspecified) | 6
CCCC(C)NC(=O)/C=C/c1cccc([N+](=O)[O-])c1 (stereo unspecified) | -2
CCN=C(NCC)SC1CC(=O)N(c2cccc(OCC)c2)C1=O (stereo unspecified) | -4
C=CCNC(=S)NNC(=O)C(CCC(C)C)CC(C)O (stereo unspecified) | -2
CO/N=C/c1ccc(Sc2ccccc2N)c([N+](=O)[O-])c1 | 4
c1ccc(-c2cnnc(SCc3cn4cccnc4n3)n2)cc1 | 4
COC(=O)C1=C(CN2CCc3ccccc32)NC(=O)NC1c1cc(C)ccc1C (stereo unspecified) | 12
COc1ccc(N2CCN(C(=O)CCc3ccc(S(=O)(=O)NCC(C)C)cc3)CC2)cc1 | 10
Cc1ccc(NC(=O)CCSc2nnc3ccccn23)cc1 | -10
CN(C)Cc1c(O)c(Cl)cc2c3c(c(=O)oc12)CCCC3 | 4
O=[n+]1c2c(n([O-])c3cc(Cl)ccc31)CCCC2 | 4
CCOC(=O)c1ccccc1NC(=O)CC(C)CC(=O)O (stereo unspecified) | -3
Cc1nc(-c2cccc(NC(=O)c3cc4cc(Br)ccc4oc3=O)c2)cs1 | 10
CC12CN3CC(C)(CN(C1)C3c1ccc(Br)cc1O)C2 (stereo unspecified) | -9
Cc1cc(C)nc(SCCC(=O)N2CCOCC2)n1 | 1

(next part)
structure | Artemis endo inh
O=C(Cn1nnc(-c2ccccc2Cl)n1)NCc1ccc2c(c1)OCO2 | -7
Cc1cc(=O)n2nc(N3CCC(C(=O)N4CCN(C)CC4)CC3)sc2n1 | -5
Cc1cc(C)n(-c2nc3nonc3nc2-n2nc(C)cc2C)n1 | -2
CONC(=O)C1CCN(C(=O)OCc2ccccc2)CC1 | -5
COCCNC(=O)CC(c1ccccc1)c1ccccc1 | -5
COc1ccc(N2CCN(c3ccc(NC(=O)C4CCCCC4)cc3C#N)CC2)cc1 | -1
COc1ccc(S(=O)(=O)Nc2ccccc2C(=O)NC(C)C)cc1OC | -3
CCN(C(=O)c1cc2cc(OC)ccc2oc1=O)c1ccccc1 | 0
COC(=O)c1sc2nc(N3CCCCC3)c3c(c2c1N)CCCC3 | 5
COC(=O)c1sc2ccccc2c1-n1cccc1C(=O)C(=O)Nc1ccc(Cl)cc1 | 3
O=C(O)CC(C(=O)O)c1cn(Cc2ccccc2)c2ccccc12 (stereo unspecified) | 2
O=C(CN1C(=O)C2CC=CCC2C1=O)NCc1ccc2c(c1)OCO2 (stereo unspecified) | -1
S=C(Nc1ccc(Cl)cc1)c1nc2ccccc2s1 | -3
CC(=O)Nc1ccc(S(=O)(=O)N[C@@H](C)C(=O)Nc2ccc(N3CCOCC3)cc2)cc1 | 0
O=c1c2ccccc2c(C=Nc2ccc(Cl)cn2)c(O)n1-c1cc(Cl)ccc1N1CCOCC1 | 2
O=C(COc1ccc(Cl)cc1Cl)NCCSc1ccc(Cl)cc1 | -6
Cn1c(SCC(=O)N2CCOCC2)nnc1-c1cccc(NC(=O)c2ccccc2)c1 | -3

These rows are one share of the data, so the mix of outcomes need not match the whole.
